M1AAP inhibition: malaria alanyl aminopeptidase activity blockers – biochemical, fluorogenic H-Leu-NHMec substrate, 1536-well (AID 1445) | 220,000 compounds, 0.42% hits | recombinant M1AAP, H-Leu-NHMec fluorogenic kinetic assay; higher % means a stronger effect | one-dose inhibition, % at 30 µM; IC50 in µM for titrated hits;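 active = primary inhibition above the hit cutoff, then over 50% inhibition at one or more dose response concentrations, cut at about 23% in these data, passing the limit was not always enough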;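 note: plate controls were DMSO full reaction for no effect and no enzyme background for full effect; strong numbers were not always called active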
Dynein cargo inh: blocks dynein driven cargo transport along microtubules; 3617.4 mouse cells, GR-EGFP nuclear translocation imaging; test concentration mostly 20 µM; stimulated with dexamethasone, 1 µM; active compounds read low; z-score, hits read low; 220,000 compounds, 0.47% hits; AID 1381;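 active = plate z-score of nuclear minus cytoplasmic receptor signal below a set negative limit, without overly bright fluorescence or cell loss, cut at about -3.5 in these data, passing the limit was not always enough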;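 note: z-score of nuclear minus cytoplasmic ring GR-EGFP intensity difference per well; some compounds called inactive have numbers as strong as hits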
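medium = tetracycline-free induction medium containing charcoal-stripped FBS | also added = 1.0 µM final dexamethasone stimulus | schedule = 48 h induction, 1 h compound, 30 min dex at 37 °C | technique = fixed, Hoechst-stained cells imaged at 10x for EGFP | measure = GR-EGFP nuclear translocation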
Yfh1-off respiration: mitochondrial function rescue without frataxin homolog – Friedreich's ataxia, plus single-dose screen, dose response (AID 1465); S. cerevisiae Yfh1-off respiration, WST-1 reduction, 72 h; higher fold induction means a stronger effect; fold induction at 50 µM, or EC50 in µM where a hit was titrated; 220,000 compounds, 0.074% hits;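 active = fold induction of absorbance versus untreated yeast above a set limit, then at least 30% activation at any dose in follow-up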;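 note: activators that raise dye reduction in frataxin-depleted yeast; strong numbers were not always called active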
Lipid droplet: hepatic lipid droplet formation modulation; AML12 mouse hepatocytes, oleate lipid droplets, BODIPY imaging; inhibition, % at 6.5 µM; 240,000 compounds, 0.4% hits;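 active = lipid droplet intensity inhibited by at least 50%, with more than 500 cells counted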
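Test system: AML12 hepatocytes (mouse); reagent: oleate loading, 100 µM; dosing: one dose, 6.5 µM compound; incubation: overnight exposure; signal: fluorescence imaging, 20x objective, two fields per well; read-out basis: % inhibition of corrected integrated BODIPY droplet signal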
P. falciparum M17LAP: P. falciparum M17LAP inhibitors, primary screen, biochemical, fluorogenic H-Leu-NHMec substrate, 1536-well (AID 1619). recombinant M17LAP, H-Leu-NHMec fluorogenic kinetic assay; higher % means a stronger effect. 220,000 compounds, 0.38% hits. one-dose inhibition, % at 30 µM; IC50 in µM for titrated hits;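 active = compound inhibiting the enzyme by more than half at any dose during confirmatory dose-response retesting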;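 note: plate controls were full reaction with DMSO carrier for no effect and no enzyme background for full effect; strong numbers were not always called active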
Autophagy HCS: modulators of autophagy | MEF GFP-LC3 puncta imaging; test concentration mostly 10 µM | calls only at 10 µM (by protocol) | 190,000 compounds, 0.98% hits | AID 463193;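 active = percentage of spot-positive cells more than 3 SD above its plate mean, without a fluorescence outlier flag or 80% toxicity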;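 note: spot-positive cell cutoff set from DMSO-treated cells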
CSM14.1 death rescue: rescue of cells from ER stress-induced death, primary screen, 384-well, CSM14.1, thapsigargin, ATP luminescence (AID 1222); CSM14.1 thapsigargin-induced death rescue, ATP luminescence; higher % means a stronger effect; cellular ATP content (survival), % at 20 µM, or EC50 in µM where a hit was titrated; 190,000 tested, under 10 active;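 active = EC50 below 50 µM in the dose-response confirmation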;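 note: death triggered by thapsigargin at about 15 µM added after 2 h compound pretreatment; cell ATP read after overnight thapsigargin exposure of roughly 18 to 22 hours; normalized against plate controls of thapsigargin alone and 5% DMSO vehicle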
Ins promoter up: MIN6 insulin promoter up-regulation; z-score at 5 µM; MIN6 insulin promoter-GFP reporter, high-content imaging; active compounds read high; AID 1625; 190,000 compounds, 0.3% hits;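 active = z-score above 3 at 5 µM with at least 500 cells counted in the well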
MT stabilizer: microtubule stabilizers in HeLa cells; HeLa tubulin immunostaining HCS, 24 h; share of cells brighter than vehicle mean+2SD; % tubulin-high responders, % at 10 µM; 200,000 compounds, 0.83% hits;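 active = plate Z-score above 3 for both tubulin-high and condensed-nucleus cell shares, with cell loss under 80%, at 10 µM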;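 note: anti alpha tubulin signal scored within the nucleus-defined area of each cell; some results filed as inactive read as strong as hits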
Dynein cargo inh cytoplasmic EGFP: further read-out of Dynein cargo inh, marked with its call; z-score; measured here: cytoplasmic GR-EGFP intensity; active compounds read high
Dynein cargo inh nuclear GR-EGFP: further read-out of Dynein cargo inh, marked with its call; z-score; measured here: nuclear GR-EGFP intensity;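 lower value marks the stronger effect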
Dynein cargo inh cell count: further read-out of Dynein cargo inh, marked with its call; z-score; measured here: cell count per field
Ins promoter up cell count: also measured in Ins promoter up; calls as there; cell count; measured here: cytotoxicity, nuclei count;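 total cells summed across four imaged fields per well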
Lipid droplet cells 6.5 µM: further read-out of Lipid droplet, marked with its call; cell count; measured here: cell count, cytotoxicity flag;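 cells counted across two imaged fields per well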
MT stabilizer Hoechst-high %: second read-out of MT stabilizer, no call of its own (marks repeat the call); % Hoechst-high responders; measured here: nuclear condensation Hoechst responders;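 share of cells brighter than vehicle mean plus two SD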
MT stabilizer cytotoxicity %: further read-out of MT stabilizer, marked with its call; toxicity, %; measured here: cytotoxicity by cell density;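 0% = mean cell density of plate MIN control wells and 100% = no cells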
Autophagy HCS cell loss 18 h: second read-out of Autophagy HCS, no call of its own (marks repeat the call); toxicity, %; measured here: cell loss, nuclei count;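 cell loss after 18 h compound exposure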
Numbers without * were called inactive; i = inactive; x = no result given.

Structure | MT stabilizer | MT stabilizer cytotoxicity % | Ins promoter up | Yfh1-off respiration | Lipid droplet cells 6.5 µM | Dynein cargo inh cell count | M1AAP inhibition | P. falciparum M17LAP | Autophagy HCS | CSM14.1 death rescue | Ins promoter up cell count | MT stabilizer Hoechst-high % | Dynein cargo inh nuclear GR-EGFP | Lipid droplet | Autophagy HCS cell loss 18 h | Dynein cargo inh cytoplasmic EGFP | Dynein cargo inh
Cc1ccc(OCc2nc(-c3cccnc3)no2)cc1C | 3.5 | 6.2 | -0.69 | i | 644 | 0.43 | 6% | -1% | i | 3.4% | 1344 | 1.8 | 0.23 | -3 | -2 | -0.26 | 0.21
Cc1ccc(NC(=O)Cc2c(Cl)cccc2Cl)cc1S(=O)(=O)N(C)C | 3.5 | 3.5 | 0.22 | i | 633 | 0.88 | 2% | 0% | i | -3.4% | 1390 | 4.0 | -0.66 | -11 | -10 | -0.31 | -0.94
Cc1ccsc1/C=C1\SC(=S)N(CC2CCCO2)C1=O (centres undefined) | 0.9 | 3.7 | 0.2 | i | 699 | 0.75 | 0% | -9% | i | 3.8% | 1535 | 1.1 | -0.38 | 0 | -13 | -0.34 | 0.29
COc1ccc(Cl)cc1NC(=S)Nc1ccccc1C | 2.3 | 9.5 | x | i | 648 | 0.27 | 6% | 8% | i | -2.0% | x | 2.0 | -0.69 | 5 | -7 | -0.22 | -1
CC1(C)CC(=O)C2=C(C1)NC1=C(C(=O)c3ccccc31)C2c1ccc(Cl)cc1 (centres undefined) | 4.4 | 10 | -0.08 | i | 684 | -0.6 | 2% | 13% | i | -0.6% | 1268 | 3.3 | 0.19 | 4 | 5 | -0.28 | 0.53
COc1cc(NC(=O)CN2C(=O)c3ccccc3Sc3ccc(C(=O)N4CCOCC4)cc32)cc(OC)c1OC | 1.3 | 0.2 | -0.39 | i | 715 | -0.44 | 4% | 0% | i | 1.8% | 1186 | 0.8 | 0.59 | 0 | 32 | -0.33 | 2
Cc1c(-n2c(SCC(=O)C(C)(C)C)nc3ccccc3c2=O)c(=O)n(-c2ccccc2)n1C | 1.5 | 3.5 | 0.89 | i | 716 | 0.12 | 0% | 5% | i | x | 1011 | 3.1 | 0.11 | -6 | -9 | -0.29 | -0.27
Cn1nnnc1SCCNCc1ccccc1OCc1ccccc1Cl | 1.3 | 5.3 | -0.93 | i | 686 | 0.54 | 2% | 12% | i | 0.8% | 1511 | 1.6 | 0.14 | -10 | 16 | -0.066 | -0.17
Cc1cc(S(=O)(=O)Nc2cc(C)c(O)c(C)c2)c(C)s1 | 1.1 | 15 | -0.59 | i | 759 | -1.8* | 4% | -4% | i | -5.7% | 875 | 1.0 | -1.9* | -9 | -8 | 3.3* | -4*
O=c1[nH]c(CSc2nnc(-c3cccnc3)n2C2CCCCC2)nc2ccccc12 | 2.1 | 5.8 | -0.6 | x | 801 | 1 | 7% | -4% | i | -2.2% | 848 | 1.0 | -0.36 | -2 | -4 | 0.18 | -1.2
N#Cc1nc(-c2cccc3ccccc23)oc1NCC1CCCO1 (centres undefined) | x | x | -0.19 | i | 664 | 1.2 | 20% | -24% | x | x | 995 | x | -0.39 | 2 | x | -0.14 | -0.75
CC(=O)n1nc(-c2ccc(C)cc2)nc1NCc1ccco1 | 1.7 | 5.4 | 0 | i | 638 | 1.4 | 2% | 9% | i | 10% | 1360 | 1.9 | -0.32 | -7 | -1 | -0.35 | -0.66
N/C(=N\OC(=O)C(c1ccccc1)c1ccccc1)c1ccccn1 | 2.0 | 2.8 | x | i | 741 | 0.63 | -2% | -3% | i | -2.1% | x | 1.3 | -0.064 | 28 | -8 | -0.26 | -0.081
CCCc1nc2c(=O)n(C)c(=O)nc-2n(C)n1 | 20* | 34* | -1.9 | i | 608 | 0.92 | -1% | 2% | i | -2.2% | 988 | 79* | -0.45 | -15 | 16 | -0.15 | -0.89
COc1ccc(C(=O)N/N=C/c2ccc3cccc(OCc4ccccc4)c3n2)cc1 | 3.7 | 6.0 | -0.93 | i | x | -0.098 | 16% | 5% | i | -1.0% | 991 | 1.7 | 0.93 | x | 6 | -0.17 | 1.2
O=C1CN(c2ccc(Br)cc2)C(=O)N1CC(=O)N1CCCc2ccccc21 | 5.2 | 7.1 | 0.45 | i | 774 | -0.85 | 1% | 0% | i | 0.0% | 1328 | 2.3 | 1.4 | 12 | -5 | -0.23 | 2.8
Cc1ccc(Cc2ccc(C(=O)NNC(N)=S)o2)cc1 | 2.2 | 8.2 | -0.24 | i | 643 | -0.11 | x | x | i | 0.6% | 1600 | 1.2 | 0.38 | -12 | 4 | -0.32 | -0.029
Cn1c(O)c(N=NC(=O)c2ccco2)c2ccccc21 | 1.0 | 0.9 | 0.56 | i | 571 | -0.7 | 11% | -12% | i | -2.5% | 1417 | 1.3 | 0.78 | 2 | 6 | -0.092 | 2.5
CN(CCc1cnn(C)c1)Cc1nc(Cc2ccccc2)no1 | 2.1 | 9.5 | -0.36 | i | 669 | 0.25 | -1% | 5% | i | 1.9% | 1461 | 2.3 | -0.041 | -4 | 12 | -0.29 | -0.37
CCOC(=O)c1ccc(N2Cc3ccccc3C2=NC(=O)c2cccs2)cc1 | 4.8 | 7.4 | -0.07 | i | 595 | 0.25 | 3% | 18% | i | 5.6% | 1336 | 2.8 | -0.33 | 9 | 6 | -0.23 | -0.34
CC1(C)CC(=O)C=C(Nc2ccc(F)cc2F)C1 | 6.1 | 8.1 | 0.93 | i | x | 0.11 | -1% | 0% | i | -0.5% | 943 | 2.8 | 0.26 | x | -7 | -0.34 | -0.13
Cc1ncc2c(c1OC(=O)c1ccccc1)COC(C)(C)OC2 | 1.2 | 7.9 | -0.81 | i | 739 | -0.52 | 1% | 8% | i | -0.9% | 948 | 1.0 | 0.79 | 0 | -4 | -0.048 | 0.84
OC(CCN1CCCC1)(c1ccccc1)C1CCCCC1 (centres undefined) | 2.2 | 8.6 | x | i | 685 | -1.7 | 3% | 21% | i | -2.2% | x | 1.9 | 1.2 | 2 | 26 | -0.055 | 2
CC(=O)Nc1ccc2nc(NC(=O)c3ccc([N+](=O)[O-])s3)sc2c1 | x | x | -0.59 | i | 698 | -0.35 | -2% | 5% | x | x | 1408 | x | 0.14 | -14 | x | -0.24 | 0.57
C/C(=C\c1ccccc1)C(=O)NCCN1CCOCC1 | 2.0 | 5.9 | -0.4 | i | 654 | -0.087 | 2% | -2% | i | 2.0% | 1650 | 1.7 | -0.18 | 5 | 29 | -0.26 | -0.57
Cc1nc2ccc(NC(=O)N3CCOCC3)cc2s1 | 1.5 | 7.1 | -0.54 | i | 691 | 0.28 | 2% | 11% | i | 0.6% | 972 | 1.0 | -0.094 | -19 | 1 | -0.11 | -0.082
CCn1cc(C(=O)NCc2ccc3c(c2)OCO3)c(=O)c2cc(F)c(N3CCN(C)CC3)cc21 | 5.2 | 8.3 | -0.59 | i | 623 | -0.095 | 8% | 1% | i | -2.7% | 1405 | 3.6 | 0.43 | 8 | 12 | -0.31 | 0.79
c1csc(CNc2nc(-c3cccs3)nc3ccccc23)c1 | 1.8 | 3.4 | -0.49 | i | 729 | 0.13 | -1% | -3% | i | -1.0% | 1248 | 1.5 | -0.019 | 0 | 12 | -0.25 | -0.031
CCCn1c(SCC(N)=O)nnc1-c1ccco1 | 3.0 | 5.2 | 1.1 | i | x | 0.99 | 5% | 10% | i | 0.6% | 1212 | 1.9 | 0.39 | x | -8 | -0.24 | -0.62
COc1cccc(-c2cc(C(=O)Nc3cccnc3)no2)c1 | 8.6 | 7.0 | -0.18 | i | 751 | -0.51 | 6% | 4% | i | -2.2% | 937 | 3.3 | 0.051 | -3 | 24 | 0.003 | -0.042

Other records:
Structure | MT stabilizer | MT stabilizer cytotoxicity % | Ins promoter up | Yfh1-off respiration | Lipid droplet cells 6.5 µM | Dynein cargo inh cell count | M1AAP inhibition | P. falciparum M17LAP | Autophagy HCS | CSM14.1 death rescue | Ins promoter up cell count | MT stabilizer Hoechst-high % | Dynein cargo inh nuclear GR-EGFP | Lipid droplet | Autophagy HCS cell loss 18 h | Dynein cargo inh cytoplasmic EGFP | Dynein cargo inh
COc1ccc(NC(=S)Nc2ccccc2SC)c(OC)c1 | 1.8 | 2.8 | -0.02 | i | 593 | 0.98 | 7% | 0% | i | 0.3% | 1470 | 1.7 | -0.53 | -36 | -1 | -0.31 | -1.2
CC1(C)Cc2ccccc2-c2nnc(-c3cccc(O)c3)n21 | 2.4 | 6.8 | 1.8 | i | 790 | 1.2 | -3% | 5% | i | -1.5% | 1206 | 2.0 | -0.46 | -5 | -5 | -0.26 | -0.8
CC(C)(C)n1nnnc1CN(Cc1cccnc1)Cc1ccccc1Cl | 1.3 | 6.4 | -0.07 | i | 712 | 0.56 | 2% | -3% | i | -4.3% | 1143 | 1.0 | -0.26 | 12 | 1 | -0.23 | -0.14
CN(CC(=O)Nc1ccc(S(N)(=O)=O)cc1)Cc1ccccc1F | 3.0 | 6.4 | 1 | i | 705 | -0.32 | -2% | -4% | i | -0.9% | 1609 | 1.8 | -0.17 | 25 | 1 | -0.26 | 0.32

Taken from above:
Dynein cargo inh cytoplasmic EGFP result of CN(CC(=O)Nc1ccc(S(N)(=O)=O)cc1)Cc1ccccc1F reads -0.26
P. falciparum M17LAP result of CC(C)(C)n1nnnc1CN(Cc1cccnc1)Cc1ccccc1Cl reads -3%
